# Screening data from PubChem.
# GC-B act = GC-B (human) receptor activation; P20594; HEK293-GC-B cells, CNP EC30, cGMP TR-FRET; 0% at EC30 CNP, 100% saturating CNP; activation, % at 10 µM; actives 0.11% (n = 370,000);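 active means activation at 10 µM reaching about 35% in either raw or pattern-adjusted values, limit read from the data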
# GAA850 FXN act = frataxin GAA850 promoter activation | activation, % at 6 µM | HEK293 lucGAA850 FXN promoter luciferase reporter, 24 h; percent of 10 µM SAHA response | actives 0.56% (n = 360,000);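 active means activation above the average of all compounds screened plus 3 SD, cutoff fixed separately per campaign, cut at about 7.5% in these data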;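 further: 0% = DMSO wells and 100% = 10 µM SAHA wells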
# ssDAF12 agonist = activates DAF-12 receptor from parasite S. stercoralis; HEK293 ssDAF-12/GRIP1 lit1-tk-luc reporter, luminescence; % of 3 µM dafachronic acid response; actives 1% (n = 370,000); activation, % at 6.8 µM; AID 652126;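 active means activation above the mean over all tested compounds plus 3 SD, cut at about 0.9% in these data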;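 further: 0% = DMSO-only wells and 100% = 3 µM delta7-dafachronic acid wells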
# DAX1 inh-1 = DAX1 (NR0B1) inhibition, primary screen; HEK293T StAR-luciferase reporter, SF-1/DAX-1 repression relief; inhibition, % at 6.8 µM; actives 1.1% (n = 370,000); AID 652010;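 active means inhibition above the mean over all tested compounds plus 3 SD, cut at about 3.6% in these data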;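 further: 0% = DAX-1 cells with DMSO and 100% = cells lacking DAX-1 with DMSO; higher inhibition means more luminescence from relief of DAX-1 repression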
# hcDAF-12 act = activates DAF-12 receptor from parasite H. contortus. activation, % at 6.8 µM. HEK293 hcDAF-12 lit1-tk-luc reporter, luminescence; 0% DMSO, 100% Δ7-dafachronic acid. actives 1.4% (n = 370,000). AID 652067;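 active means activation above the mean of all tested compounds plus 3 SD, cut at about 5.5% in these data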;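 further: 100% = response to 3 µM Δ7-dafachronic acid high control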
# hgDAF12 agonist = hgDAF-12 agonism, primary luciferase screen; HEK293 GAL4-hgDAF12 UAS-luciferase reporter, agonist luminescence; normalized to butyrate control; activation, % at 6.8 µM; actives 1.8% (n = 370,000); AID 687014;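 active means activation above a cutoff set at the mean of all screened compounds plus 3 SD, cut at about 10% in these data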;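 further: 0% = DMSO wells and 100% = sodium butyrate wells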
# DAX1 inh-2 = NR0B1 (DAX1) inhibition | P51843 | HEK293 Gal4-DAX1 luciferase reporter, luminescence | inhibition, % at 6.75 µM | actives 0.99% (n = 340,000) | AID 504766;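 active means inhibition above the mean over all tested compounds plus 3 SD, cut at about 4.2% in these data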;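 further: 0% = DAX1-transfected cells with DMSO and 100% = empty-vector control cells with DMSO; inhibition shows as a rise in luminescence from relieved DAX1 repression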
# Target sequence (P51843 207-470 limits assumed): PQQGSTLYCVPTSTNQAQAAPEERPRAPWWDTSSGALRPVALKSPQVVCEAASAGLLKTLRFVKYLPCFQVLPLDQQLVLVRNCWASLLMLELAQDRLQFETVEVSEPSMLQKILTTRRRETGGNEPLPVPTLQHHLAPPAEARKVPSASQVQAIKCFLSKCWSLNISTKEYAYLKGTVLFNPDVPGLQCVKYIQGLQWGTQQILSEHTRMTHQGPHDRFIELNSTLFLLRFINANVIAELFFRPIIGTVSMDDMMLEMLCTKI
# ADAM10 inh = inhibits human ADAM10 | O14672 | recombinant ADAM10, EDANS/DABCYL FRET peptide cleavage, 3 h | inhibition, % at 7 µM | actives 0.62% (n = 370,000);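 active means inhibition above a per-campaign cutoff equal to the mean of compounds falling between control-based bounds plus 3 SD, cut at about 20% in these data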;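 further: 0% = DMSO wells while the 100% control is not disclosed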
# Target sequence (O14672 214-748 limits assumed): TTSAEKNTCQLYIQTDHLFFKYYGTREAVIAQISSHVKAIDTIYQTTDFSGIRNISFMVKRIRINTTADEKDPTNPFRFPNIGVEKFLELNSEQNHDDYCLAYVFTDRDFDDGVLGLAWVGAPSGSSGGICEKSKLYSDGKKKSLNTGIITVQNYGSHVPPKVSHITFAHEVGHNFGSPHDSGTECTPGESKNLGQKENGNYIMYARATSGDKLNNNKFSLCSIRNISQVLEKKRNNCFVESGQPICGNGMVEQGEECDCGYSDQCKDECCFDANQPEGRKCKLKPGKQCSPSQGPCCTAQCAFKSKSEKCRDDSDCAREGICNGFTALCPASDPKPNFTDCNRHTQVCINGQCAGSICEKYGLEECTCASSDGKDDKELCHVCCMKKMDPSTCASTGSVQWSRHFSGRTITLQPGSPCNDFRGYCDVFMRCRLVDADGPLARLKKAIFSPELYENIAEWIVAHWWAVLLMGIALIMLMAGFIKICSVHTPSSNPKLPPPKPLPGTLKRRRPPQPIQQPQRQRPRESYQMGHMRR
# GC-A act = GC-A (human) enzyme activation. HEK293 GC-A cells, cGMP TR-FRET, EC30 ANP; 0% at EC30 ANP, 100% saturating ANP. actives 0.14% (n = 370,000). activation, % at 10 µM; in the data active means activation above about 40%
# SMARCA2 activ = SMARCA2 function activation, primary screen; activation, % at 9.1 µM; MG213 cells, MMTV-luciferase reporter, dexamethasone, overnight; AID 652017; actives 1% (n = 370,000); in the data active means activation above about 7.8%;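 further: 0% = vehicle wells and 100% = reference activator wells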
# sPLA2-III inh = Inhibits HGIII-sPLA2 liposome hydrolysis, primary screen; inhibition, % at 12.2 µM; actives 0.56% (n = 370,000); Q9NZ20; AID 743126; QFRET BODIPY PC-A2 liposome hydrolysis, fluorescence;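 active means inhibition above mean plus 3 SD of compounds lying within the high and low control bounds, cut at about 19% in these data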;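 further: 0% = median of test compound wells and 100% = no enzyme DMSO wells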
# Numbers without * were called inactive; . = not tested or not shown.
SMILES,GC-B act,GAA850 FXN act,ssDAF12 agonist,DAX1 inh-1,hcDAF-12 act,hgDAF12 agonist,DAX1 inh-2,ADAM10 inh,GC-A act,SMARCA2 activ,sPLA2-III inh
Cc1cc2cc(CNC(=O)Cc3ccc([N+](=O)[O-])cc3)ccc2n1C,4,1.5,-1.5,-0.4,0.7,0.8,-0.9,-2,3,-2,-5
O=C(CCC(=O)N(CC(=O)NC1CCCC1)Cc1ccc2c(c1)OCO2)Nc1ccccn1,0,0.6,-1.1,-0.3,-0.7,0.3,1.0,5,-4,-2,8
CCOC(=O)c1ccc(NS(=O)(=O)c2cnc[nH]2)cc1,3,3.1,-1.0,1.0,-0.8,-0.7,0.5,-10,2,-6,-26
NC(=O)c1nsc(C(=O)N(CC(=O)NC2CCCCC2)c2cccc(F)c2)c1N,2,1.3,-0.8,0.0,-0.2,1.3,-0.2,-74,-1,-3,-1
CCSc1nc(C2CC2)cc(-c2cccs2)c1C#N,0,-1.9,-1.4,0.2,-1.3,-0.1,1.3,-10,-7,-1,-10
N#C/C=C(/N)c1ccc(Br)cc1,0,-1.1,-0.7,0.2,1.7,1.7,0.7,8,-1,1,-13
CC(C)(C)C(=O)NNC(=O)c1cc(C(C)(C)C)nn1Cc1ccccc1,-4,1.0,-1.6,0.0,-2.6,0.8,0.2,1,4,-1,-7
Cn1c2c(c(=O)n3ncnc13)CCCC2,10,-1.1,-1.3,-0.1,1.1,0.1,1.8,-3,5,-4,4
CC(C)c1nc(CNC(=O)C2CCC(=O)N(Cc3ccc(Cl)cc3)C2)no1 (stereo unspecified),-4,-0.1,-0.6,0.0,-0.7,2.3,1.2,-1,2,-2,4
OCCN1CCN(c2nccn3ccnc23)CC1,0,0.1,-0.6,-0.4,-2.5,-0.9,.,-24,3,-1,8
CCc1ccc(N2CC(C(=O)OCC(=O)NNC(=O)c3ccccc3)CC2=O)cc1 (stereo unspecified),-12,0.8,-1.2,0.2,-0.6,0.0,-0.4,-9,1,0,2
CCCN(CCO)Cc1cccc(Oc2ccccc2)c1,0,-1.5,0.1,0.0,4.7,-0.6,-1.8,3,0,-3,5
Cc1ccccc1Nc1nc(N)nc(COC(=O)C(NC(=O)c2ccco2)C(C)C)n1 (stereo unspecified),2,1.8,-1.2,-0.2,-1.2,6.2,0.9,-3,-9,0,5
CCCCCCn1c2c(c(=N)c3c1CCC3)CCC2,-1,-8.3,-3.1,-3.5,-5.1,-7.9,-4.2,4,7,-10,3
CNC(=O)C(=O)N/N=C/c1ccc(Br)cc1,3,3.1,-1.8,2.3,1.3,2.1,0.0,-5,0,0,-4
COc1ccc(-c2nnc(NC(=O)CSc3ccc(C)cc3)s2)cc1OC,2,4.6,-0.9,-0.2,2.5,-1.0,0.0,-1,1,3,-2
Cc1cc(C)c2c(=O)n(CC(=O)Nc3cccc(Cl)c3C)sc2n1,12,0.7,-0.8,0.9,-2.0,-1.6,-0.1,-15,11,-4,5
CC(=O)c1c(O)cc2c3c1OC(C)(C)C1CCC(C)(CC31)O2 (stereo unspecified),2,-1.9,-1.6,-0.7,-2.3,5.2,0.4,-5,-11,-5,13
COc1ccc(-n2c(C)cc(C(=O)COC(=O)c3cc(NC(=O)c4cccs4)c(OC)c(OC)c3)c2C)cc1,1,0.4,-1.0,-0.3,-1.5,0.4,0.4,-2,-1,-1,2
CC(=O)CCN1CCOCC1,7,1.1,-1.2,0.3,-2.0,0.0,-0.3,11,1,-2,-4
COC(=O)c1cc(S(=O)(=O)NCc2cc(OC)c(OC)c(OC)c2)cn1C,-2,-0.1,-1.2,0.2,-2.7,-0.2,0.4,-2,1,0,1
Cc1cc(C)c2cc(C(c3nnnn3CC3CCCO3)N3CCN4CCCC4C3)c(=O)[nH]c2c1 (stereo unspecified),7,-1.7,-0.8,-0.3,-1.2,2.4,-1.4,-53,2,-3,-3
O=C(NCc1n[nH]c(=S)n1-c1ccccc1)c1ccc(S(=O)(=O)N2CCCCC2)cc1,1,0.1,-0.6,0.0,0.0,4.1,1.2,5,5,1,13
CC1(OC(=O)C2CCCC2)C(=O)C=C2C=C(c3ccsc3)N(Cc3ccc4c(c3)OCO4)C=C2C1=O (stereo unspecified),12,0.2,-1.0,-0.5,-0.2,-0.2,0.6,-2,3,1,-4
COc1ccc2c(c1OC)C(=O)N(c1ccc(C)cc1)C2=O,2,1.6,-1.0,-0.3,-2.5,5.2,-0.4,3,0,-2,-1
O=C(CC1CCCC1)N[C@H](C(=O)N1CCC[C@H]1C(=O)NC1CCCC1)C1CCCCC1,10,.,-0.3,1.2,0.3,0.2,.,2,1,-3,6
Cc1ccc(C(=O)NC(C)c2ccc3c(c2)OCO3)s1 (stereo unspecified),3,-1.0,-1.2,-0.7,-0.8,-4.8,2.1,-9,0,-3,1
Cn1c(=O)c(=O)n(C)c2cc(N3CCCC3)c(NS(=O)(=O)c3ccc(Cl)cc3)cc21,-2,-0.5,-1.3,-0.7,-0.7,1.8,1.2,-72,-3,-2,2
CCOC(=O)c1c(NC(=O)C(NCCN(C)C)c2ccccc2)sc2c1CCCC2 (stereo unspecified),-7,3.5,-1.1,0.2,-0.6,1.0,-1.1,-3,-9,13*,-8
CC(C)C(=O)N1CCCC1(C)C(=O)N(C)Cc1cccc2ccccc12 (stereo unspecified),3,0.1,-0.2,-0.5,-0.6,-2.2,.,1,-1,-6,-3
CCOc1ccccc1Nc1ccc(C(=O)O)cc1[N+](=O)[O-],-9,-0.6,-1.9,-0.1,0.5,-1.5,1.2,6,-3,-1,0
CCC(=O)NCCSc1c[nH]c2ccccc12,4,-1.4,0.4,1.4,4.3,1.1,-0.9,3,1,-1,1
Cc1cccc(C)c1Nc1c(-c2ccsc2)nc2ncccn12,-9,-3.9,-0.6,-0.8,-1.3,2.3,-0.7,3,-6,-1,4
CC(C)(C)C(=O)NNC(=O)C1CC1(c1ccccc1)c1ccccc1 (stereo unspecified),-9,-0.2,-0.9,-0.2,-1.4,0.2,0.5,4,-5,-2,3
CC(C)C(NC(=O)OCc1ccccc1)C(=O)NCC(=O)OC(C)(C)C (stereo unspecified),4,-1.4,-0.6,-0.5,0.1,0.7,-0.2,6,2,-1,10
CCNC(=S)NC1CC2CCCC(C1)N2Cc1ccco1 (stereo unspecified),-1,1.1,-1.2,1.5,-1.5,1.9,0.1,0,2,-1,3
O=C1c2cc([N+](=O)[O-])cc3cc([N+](=O)[O-])cc(c23)C(=O)N1c1ccccn1,3,8.2*,-0.4,-0.5,-1.3,-1.3,-1.2,-1,9,0,17
Cc1cc(C)n(-c2ccc(C(=O)OCC(=O)NC(c3ccccc3)c3ccccc3)cc2)n1,5,0.7,-0.7,0.0,-4.3,-2.8,-0.5,4,3,-2,-4
COc1ccc(N2CCCn3c2nc2c3c(=O)n(CCc3ccccc3)c(=O)n2C)cc1,1,-0.2,-1.9,-0.5,-1.7,-0.9,-1.1,-4,10,0,0
O=C(c1cccc(S(=O)(=O)NCc2ccccc2)c1)N1CCN(c2ccccc2)CC1,-6,-4.7,-1.3,-4.5,-1.9,1.0,-0.8,9,-3,0,-13

# Compound profiles, from the list above. Order of values: GC-B act | GAA850 FXN act | ssDAF12 agonist | DAX1 inh-1 | hcDAF-12 act | hgDAF12 agonist | DAX1 inh-2 | ADAM10 inh | GC-A act | SMARCA2 activ | sPLA2-III inh
# Entry for CCOC(=O)c1c(NC(=O)C(NCCN(C)C)c2ccccc2)sc2c1CCCC2 (stereo unspecified) → -7 | 3.5 | -1.1 | 0.2 | -0.6 | 1.0 | -1.1 | -3 | -9 | 13* | -8
# Entry for COc1ccc(N2CCCn3c2nc2c3c(=O)n(CCc3ccccc3)c(=O)n2C)cc1 → 1 | -0.2 | -1.9 | -0.5 | -1.7 | -0.9 | -1.1 | -4 | 10 | 0 | 0
# Entry for CCNC(=S)NC1CC2CCCC(C1)N2Cc1ccco1 (stereo unspecified) → -1 | 1.1 | -1.2 | 1.5 | -1.5 | 1.9 | 0.1 | 0 | 2 | -1 | 3

# Continuation:
SMILES,GC-B act,GAA850 FXN act,ssDAF12 agonist,DAX1 inh-1,hcDAF-12 act,hgDAF12 agonist,DAX1 inh-2,ADAM10 inh,GC-A act,SMARCA2 activ,sPLA2-III inh
CC(C(=O)O)N1C(=O)CSC1=S (stereo unspecified),7,0.3,-1.2,0.5,-0.1,-0.4,2.2,0,2,2,-7
CCCN1C(=O)c2cc(C(=O)Nc3ccccc3OC)ccc2C1Nc1ccccc1OC (stereo unspecified),10,-2.9,-1.1,-0.2,0.0,2.3,-0.8,-2,-2,0,1
OCC#Cc1ncc(C(F)(F)F)cc1Cl,2,-0.3,-1.5,0.0,0.0,1.4,0.7,1,9,-3,1
Cc1ccc(O)c(C(C)c2c[nH]c3ccccc23)c1 (stereo unspecified),-8,.,0.0,0.2,3.8,-0.9,.,5,0,0,-73
COc1cc2cnc(-c3ccccc3F)cc2cc1OC,10,4.4,-1.0,-0.8,-1.1,-0.5,0.8,-4,8,3,-7
CCCCCCCCCCS(=O)(=O)N/N=C/c1ccccc1OC,0,0.1,-0.9,-0.7,0.6,-1.6,0.5,4,4,-2,-27
O=C1NC(c2ccccc2)=NC1(NS(=O)(=O)c1ccc(Cl)cc1)C(F)(F)F (stereo unspecified),-3,1.1,-0.9,0.4,0.3,-2.3,-0.3,3,6,-2,6
COc1cccc(CN(C)C(=S)Nc2ccc(C)c(C)c2)c1,-1,1.0,-1.3,-0.4,-1.3,0.1,0.5,2,2,4,7
CCC(Sc1nc2ncccc2[nH]1)C(=O)NC1CCCC1 (stereo unspecified),-8,-2.0,-1.3,0.2,1.3,-1.6,1.6,-13,-1,-5,8
CCNC(=O)/C(=C\C=C\c1ccccc1)NC(=O)c1ccc(Br)o1,0,1.0,-0.7,0.0,-1.2,-0.4,0.1,-3,-3,-2,1
CCOc1cc2[nH]c(=O)n(CC3CCC(C(=O)NCCC(C)C)CC3)c(=O)c2cc1OCC (stereo unspecified),2,-0.3,-0.6,0.2,-0.6,4.3,-1.4,-2,-7,1,2
COc1cccc(N2C(=O)CC(N3CCc4ccccc43)C2=O)c1 (stereo unspecified),-1,5.5,-0.3,1.7,2.0,2.4,3.6,-11,-1,-3,-3
Cc1cc(C)cc(NC(=O)CSc2nnc(CNC(=O)c3ccco3)n2C)c1,0,-0.3,-1.5,-0.6,0.6,-0.6,0.8,-8,-3,-3,4
CC(C)N(Cc1ccc(F)cc1)C(=O)c1cc2ccccc2oc1=O,3,3.9,-1.2,0.5,1.4,1.9,3.0,-3,-4,1,-4
CCOC(=O)NC(NC(=S)Nc1ccc(OC)cc1)C(Cl)(Cl)Cl (stereo unspecified),4,2.2,-1.1,-0.8,-0.5,-0.1,-1.3,-4,5,-5,11
Nc1ccc(C#Cc2ccc3sc4ccccc4c(=O)c3c2)cc1,0,1.0,-1.2,-0.3,1.1,7.4,0.7,-18,-2,2,3
COC(=O)c1ccccc1NC(=O)c1ccccc1SC,-4,-2.1,-1.2,-0.4,-1.5,0.2,-1.8,-1,-4,0,-2
CCCCn1c(=O)[nH]c(=O)c2c1nc(-c1ccccn1)n2CC,6,1.3,-1.4,-0.2,1.2,0.7,1.8,-75,-3,-1,-1
